# Compound activity deposited in PubChem by NMMLSC.
# Bim-Bfl-1: inhibitors of Bim binding to Bfl-1, primary screen, biochemical, multiplexed, bead-based flow cytometry | actives 0.12% (n = 190,000) | AID 1008, 2008 | Bim-Bfl-1 binding inhibition | inhibition, % at 10 µM | Bcl-2-related protein A1 (Homo sapiens), Q16548;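 also: 0% = wells without compound plus tracer and 100% = blocker peptide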
# HRas wt GTP: modulators of GTP binding to HRas wildtype, primary screen, biochemical, bead-based flow cytometry, multiplex; actives 0.14% (n = 190,000); GST-Ras wt beads, Bodipy-FL-GTP binding; actives lie on both sides; GTPase HRas (Homo sapiens), P01112; GTP binding activity, % at 10 µM;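 active = GTP binding activity at least 20% away from the 100% baseline, either lowered as inhibitor or raised as activator; inconclusive = flagged as likely green fluorescent, judged across all proteins in the well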;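 also: 0% = unlabeled GTP competition control and 100% = no-compound control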
# Bim-Bcl-B: inhibitors of Bim-Bcl-B binding, primary screen, biochemical, multiplexed, human Bcl-2 family; bead-based flow cytometry, Bim peptide-Bcl-B binding; inhibition, % at 10 µM; actives 0.073% (n = 190,000); AID 951, 2007;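 also: 0% = tracer peptide without compound and 100% = reference inhibitor peptide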
# Bcl-XL Bim block: inhibitors of Bim-Bcl-XL binding, primary screen, biochemical, multiplexed, bead flow cytometry, human Bcl-XL; Bim peptide-Bcl-XL binding, fluorescence; actives 0.04% (n = 190,000); Bcl-2-like protein 1 (Homo sapiens), Q07817; inhibition, % at 10 µM; AID 1007, 2008
# Target sequence (Q07817 whole entry, looked up): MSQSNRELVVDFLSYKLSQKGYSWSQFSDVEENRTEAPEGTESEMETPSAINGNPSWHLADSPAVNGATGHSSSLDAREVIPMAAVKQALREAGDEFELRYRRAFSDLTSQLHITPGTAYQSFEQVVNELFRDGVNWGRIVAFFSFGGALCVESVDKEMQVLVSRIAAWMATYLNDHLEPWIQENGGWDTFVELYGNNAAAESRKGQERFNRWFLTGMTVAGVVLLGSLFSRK
# Rac1 wt GTP bind: wildtype Rac1 GTP binding modulators, primary screen, biochemical, GST-Rac1 beads, flow cytometry, multiplex. actives 0.27% (n = 190,000). fluorescent GTP binding; actives lie on both sides; 0 = cold GTP competed, 100 = untreated. Ras-related C3 botulinum toxin substrate 1 (Homo sapiens), P63000. GTP binding activity (% of control), % at 10 µM;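 active = GTP binding activity at least 20 points away from the 100% control level, either lower or higher; inconclusive = compound flagged as likely green fluorescent, judged across all proteins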
# Bcl-W Bim block: inhibitors of Bim binding to Bcl-W, primary screen, biochemical, multiplexed, bead-based flow cytometry. Bim peptide-Bcl-W binding. inhibition, % at 10 µM. actives 0.02% (n = 190,000). Bcl-2-like protein 2 (Homo sapiens), Q92843;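 also: 0% = bound tracer without compound and 100% = peptide blocker; higher means less fluorescent Bim peptide bound to Bcl-W beads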
# Target sequence (Q92843 whole entry, looked up): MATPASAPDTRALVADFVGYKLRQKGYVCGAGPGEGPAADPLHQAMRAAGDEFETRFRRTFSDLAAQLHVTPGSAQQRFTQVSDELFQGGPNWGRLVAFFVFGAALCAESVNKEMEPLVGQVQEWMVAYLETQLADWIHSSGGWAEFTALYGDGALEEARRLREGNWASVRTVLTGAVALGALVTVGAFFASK
# Rac1 mut GTP: GTP binding modulators of activated mutant Rac1, primary screen, biochemical, bead-based flow cytometry, multiplex, fluorescent GTP. actives 0.11% (n = 190,000). Ras-related C3 botulinum toxin substrate 1 (Homo sapiens), P63000. GST-Rac1 activated beads; actives lie on both sides; 100% means binding = to untreated wells. percent activity (GTP binding), % at 10 µM. AID 764, 2007;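 active = GTP binding at least 20 percentage points away from the 100% baseline, in either direction, so actives lie on both sides; inconclusive = Compound likely fluorescent itself, or too few beads counted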
# Bcl-2 Bim block: inhibitors of Bim-Bcl-2 binding, primary screen, biochemical, multiplexed, human Bcl-2 family; Apoptosis regulator Bcl-2 (Homo sapiens), P10415; Bead-based flow cytometry, Bim peptide-Bcl-2 binding; inhibition, % at 10 µM; actives 0.06% (n = 190,000); in the data active = inhibition above about 40%; inconclusive = no clear call, values can overlap the other calls;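 also: 0% = no compound wells with probe peptide and 100% = reference peptide inhibitor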
# Target sequence (P10415 whole entry, looked up): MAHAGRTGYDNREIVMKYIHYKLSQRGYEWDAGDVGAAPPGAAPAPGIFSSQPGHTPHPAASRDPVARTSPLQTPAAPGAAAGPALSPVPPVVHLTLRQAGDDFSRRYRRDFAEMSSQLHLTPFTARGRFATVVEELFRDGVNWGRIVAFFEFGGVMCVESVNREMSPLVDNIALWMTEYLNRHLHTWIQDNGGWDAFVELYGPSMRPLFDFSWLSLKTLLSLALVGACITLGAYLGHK
# Rab2 wt GTP: modulators of GTP binding to Rab2A wildtype, primary screen, biochemical, dog, bead-based flow cytometry, multiplex. actives 0.19% (n = 190,000). GST-Rab2 wt beads, Bodipy-GTP binding. GTP binding activity, % at 10 µM. Ras-related protein Rab-2A (Canis lupus familiaris), P61105. AID 760, 2007;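 active = GTP binding activity at least 20 points away from 100%, either lowered or raised; inconclusive = signal likely due to the compound's own green fluorescence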;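 also: 0% = beads with excess unlabeled GTP and 100% = no-compound control corrected for plate trend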
# Rab7 wt GTP bind: modulators of GTP binding to Rab7, primary screen, biochemical, wildtype, multiplex bead flow cytometry | Rab7 GTPase wild type (dog), Bodipy-FL-GTP binding | GST-Rab7 beads, fluorescent GTP binding; actives lie on both sides; untreated = 100%, excess cold GTP = 0% | GTP binding activity (percent of control), % at 10 µM | actives 0.055% (n = 190,000) | AID 758, 2007;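 active = fluorescent GTP binding to Rab7 beads changed by at least 20 points from the 100% baseline, either direction, mostly lower; inconclusive = compound itself probably fluorescent, or too few beads counted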;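 also: median green fluorescence of bound Bodipy-FL-GTP per Rab7 bead population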
# Cdc42 wt GTP: modulators of GTP binding to wildtype Cdc42, primary screen, biochemical, multiplex bead flow cytometry, Bodipy-GTP | Cell division control protein 42 homolog (Homo sapiens), P60953 | GST-Cdc42 beads; actives lie on both sides | percent activity (GTP binding), % at 10 µM | actives 0.2% (n = 190,000);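 active = percent activity GTP binding at least 20 points away from the 100% baseline, either down as inhibitor or up as activator; inconclusive = compound flagged as likely green fluorescent from well-wide comparison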;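 also: median bead fluorescence of bound Bodipy-FL-GTP at 100 nM; 0% = excess unlabeled GTP control and 100% = no compound control; below 100% means less GTP binding so inhibitor and above means activator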
# Target sequence (P60953 whole entry, looked up): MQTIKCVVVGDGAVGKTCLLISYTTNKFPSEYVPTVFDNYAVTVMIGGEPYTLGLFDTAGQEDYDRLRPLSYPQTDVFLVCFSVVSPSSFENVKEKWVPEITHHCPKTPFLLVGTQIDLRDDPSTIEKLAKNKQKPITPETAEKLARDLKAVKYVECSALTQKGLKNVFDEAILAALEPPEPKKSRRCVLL
# Starred values were filed as active, the others as inactive; ? = inconclusive; · = not tested or not shown. Rule as the data show it, unless noted: active = inhibition above about 40%.
SMILES,Bim-Bfl-1,HRas wt GTP,Bim-Bcl-B,Bcl-XL Bim block,Rac1 wt GTP bind,Bcl-W Bim block,Rac1 mut GTP,Bcl-2 Bim block,Rab2 wt GTP,Rab7 wt GTP bind,Cdc42 wt GTP
COc1ccc(S(=O)(=O)NC(CC(=O)N2CCC3(CC2)OCCO3)C(C)C)cc1 (stereo unspecified),·,100,·,·,103,·,100,·,100,100,102
C=C1CC[C@@]2(O)[C@H]3Cc4ccc(O)c5c4[C@@]2(CCN3CC2CC2)[C@H]1O5,0,102,-6,-3,98,-1,101,1,100,98,102
COc1cc(C(=O)Nc2ccc(Br)cc2C(=O)c2ccccc2Cl)cc(OC)c1OC,-7,100,-7,-5,103,-4,104,-6,101,96,93
CC1CN(CCc2ccccc2)CC(C)O1 (stereo unspecified),-2,103,-1,-2,101,0,101,-3,101,100,104
CC1=C(C(=O)OC(C)C)[C@]2(C(=O)N(CC(N)=O)c3ccccc32)C(C#N)=C(N)O1,-12,98,-5,-2,102,0,100,-6,100,100,102
O=c1[nH]c(=O)n(CCc2ccc(F)cc2)c(O)c1C=NCCCn1ccnc1,-6,101,-7,-1,107,0,100,-7,103,100,103
Cc1ccnc(-n2c(C)nc3ccccc3c2=O)c1,-23,101,-8,-6,103,-1,100,-11,101,101,104
COCCCNC(=O)c1c(NC(=O)c2ccccc2Cl)n(Cc2ccccc2)c2nc3ccccc3nc12,-11,92,-12,-4,92,2,88,-4,91,92,89
CC1C(c2cccs2)=[N+]([O-])C(C)(C(=O)c2cccs2)N1O (stereo unspecified),1,100,-4,-2,102,0,98,0,99,100,101
CCC(=NCc1cccnc1)c1c(O)n(C2CCCCC2)c(=O)[nH]c1=O,-1,96,-2,-16,99,-5,97,2,97,95,98
CCn1c(O)c(C=Nc2ccc(N3CCOCC3)c(Br)c2)c(=O)n(CC)c1=S,1,101,-3,0,100,1,99,2,101,98,101
Cc1ccc(N2C(=O)NC(=O)C3(Cc4ccccc4N4CCCC43)C2=O)cc1 (stereo unspecified),-25,98,-11,-10,102,-3,100,-11,100,96,100
CCCc1nc2ccccc2c(=O)n1-c1ccc(O)cc1,-5,99,-5,-1,102,-2,96,-5,97,102,99
Cc1ccc2c(c1)C1CN(C)CCC1N2C(=S)Nc1cccnc1 (stereo unspecified),-4,95,-7,-2,95,-1,96,-3,97,95,95
CCOc1cc(CNC(C)C(O)c2ccccc2)cc(Cl)c1OCC (stereo unspecified),4,101,-6,-4,103,2,99,-7,100,101,97
CC1CCCN(C(=O)CN2C3CCC2CC(O)(c2ccc(F)cc2)C3)C1 (stereo unspecified),-1,95,-3,-1,100,-1,97,0,94,99,93
N=c1ccccn1Cc1ccccc1,10,91,3,-3,89,-4,91,5,93,99,90
Cc1nc2cc(-c3ccccc3)nn2c(C)c1CCC(=O)N1CCC2(CC1)OCCO2,0,107,1,1,104,1,101,0,109,108,107
CC(=O)N(C1=NCCCS1)c1ccc(F)cc1,0,97,7,2,95,1,95,1,96,100,97
CNCCc1c[nH]c2ccccc12,-4,97,-2,-4,96,0,94,-3,97,105,97
CC(C)c1oc(=O)cc2c1[C@@H](O)[C@H]1OC(=O)[C@@]3(C)CC[C@@H](O)[C@@]2(C)C13 (stereo partly specified),-1,102,-3,0,104,1,99,-1,99,99,106
COc1ccc2ccc(O)c(CN3CC=C(c4ccccc4)CC3)c2c1,3,97,-1,1,101,2,95,0,97,103,97
O=C(Nc1ccc2c(c1)OCO2)c1cn(Cc2ccc(F)cc2)nn1,-1,105,0,-1,104,-2,101,1,106,97,106
NS(=O)(=O)c1ccc(N=Cc2c(O)n(-c3ccccc3)c(=O)[nH]c2=O)cc1,2,94,0,-2,91,0,92,0,94,96,93
CCOC(=O)c1c(N)n(CCN2CCOCC2)c2nc3ccccc3nc12,-1,102,0,1,104,-1,102,-1,102,101,105

# 3 entries out of the list, sorted by length of the SMILES, rising.
SMILES,Bim-Bfl-1,HRas wt GTP,Bim-Bcl-B,Bcl-XL Bim block,Rac1 wt GTP bind,Bcl-W Bim block,Rac1 mut GTP,Bcl-2 Bim block,Rab2 wt GTP,Rab7 wt GTP bind,Cdc42 wt GTP
Cc1ccnc(-n2c(C)nc3ccccc3c2=O)c1,-23,101,-8,-6,103,-1,100,-11,101,101,104
Cc1ccc2c(c1)C1CN(C)CCC1N2C(=S)Nc1cccnc1 (stereo unspecified),-4,95,-7,-2,95,-1,96,-3,97,95,95
CCOC(=O)c1c(N)n(CCN2CCOCC2)c2nc3ccccc3nc12,-1,102,0,1,104,-1,102,-1,102,101,105

# An excerpt of the results above, as a working copy:
SMILES,Bim-Bfl-1,HRas wt GTP,Bim-Bcl-B,Bcl-XL Bim block,Rac1 wt GTP bind,Bcl-W Bim block,Rac1 mut GTP,Bcl-2 Bim block,Rab2 wt GTP,Rab7 wt GTP bind,Cdc42 wt GTP
CCOc1cc(CNC(C)C(O)c2ccccc2)cc(Cl)c1OCC (stereo unspecified),4,101,-6,-4,103,2,99,-7,100,101,97
CC1CCCN(C(=O)CN2C3CCC2CC(O)(c2ccc(F)cc2)C3)C1 (stereo unspecified),-1,95,-3,-1,100,-1,97,0,94,99,93

# (cont.)
SMILES,Bim-Bfl-1,HRas wt GTP,Bim-Bcl-B,Bcl-XL Bim block,Rac1 wt GTP bind,Bcl-W Bim block,Rac1 mut GTP,Bcl-2 Bim block,Rab2 wt GTP,Rab7 wt GTP bind,Cdc42 wt GTP
CCCn1cc(C(=O)O)cn1,-5,95,-3,0,96,-1,95,1,98,105,92
Nc1c(C(=O)NCCN2CCOCC2)c2nc3ccccc3nc2n1Cc1ccco1,-1,100,-1,1,101,6,99,3,100,100,102
CC(=O)Nc1ccc(C(=O)OCC(=O)Nc2ccc(Cl)cc2C(=O)c2ccccc2)cc1,-1,97,-3,-5,104,-3,99,-7,97,99,99
Cc1ccc(C2SCC(=O)Nc3c2c(=O)[nH]n3C2CCOC(C)(C)C2)cc1 (stereo unspecified),-11,100,-9,0,102,0,98,-4,101,101,102
O=Cc1cn(Cc2ccc(F)cc2)c2ccccc12,-2,94,-2,-5,85,-3,93,-5,95,92,92
C[C@@]1([C@@H](NP(=O)(c2ccccc2)c2ccccc2)c2ccccc2)C[C@H]1CCO,1,102,-2,-1,104,0,99,0,102,105,102
Cc1cc(/C=C2\C(=O)NC(=O)N(c3cccc(F)c3)C2=O)c(C)n1-c1cc(C(=O)O)cc(C(=O)O)c1,-4,?,0,-2,?,-2,?,-1,?,?,?
CC(C)=CCC12CN3CCN(CC(C3)C1=O)C2,-9,101,-11,-3,97,-1,94,-5,97,92,103
Cc1ncc([N+](=O)[O-])n1CCOc1nonc1N,-5,99,-9,0,104,-2,100,-3,98,96,104
O=[N+]([O-])c1cc(F)c(N2CCCC2)cc1N1CCNCC1,-2,97,2,2,96,1,96,-1,99,100,96
COc1ccc(O)c(CN2CCCC(C(=O)c3ccccc3SC)C2)c1 (stereo unspecified),-8,98,-5,-3,100,-1,97,-4,101,103,98
C=Cn1ccnc1P(=S)(c1ccc(N(C)C)cc1)c1nccn1C=C,-12,98,-14,-2,94,-1,93,-13,94,96,94
CCC(=NC1CC1)c1c(O)n(C2CCCCC2)c(=O)[nH]c1=O,-7,104,-3,-4,106,4,101,-4,104,104,104
c1ccc(C2N3CCCN23)cc1 (stereo unspecified),-11,98,-6,-6,101,0,97,-11,99,101,98
COc1ccc(/C=C2/C(=O)N(Cc3ccco3)C(=O)N(C(C)C)C2=O)cc1,-1,92,-2,-6,94,-3,89,-1,90,92,92
O=Cc1cn(Cc2c(F)cccc2Cl)c2ccccc12,-8,96,-6,-2,96,-3,94,-2,99,97,96
O=C(O)CCn1cc(C=C2C(=O)NC(=S)NC2=O)c(-c2cccc(Br)c2)n1,-1,90,7,0,92,1,90,0,88,89,88
Cc1ccccc1-n1c(C)nc2ccccc2c1=O,-3,101,0,-2,102,0,99,0,100,104,101
O=C(COC(=O)Cc1ccccc1)NC12CC3CC(CC(C3)C1)C2,0,102,0,1,100,0,100,0,104,101,105
Cn1cc[n+](C)c1P(=S)(c1ccccc1)c1ccccc1,-4,100,-3,0,102,-1,98,0,96,101,100
NC(=O)CS(=O)C(c1ccccc1)c1ccccc1 (stereo unspecified),-1,·,-1,0,·,-2,·,0,·,·,·
CCCS(=O)(=O)N1CCCC(C(=O)N2CCC3(CC2)OCCO3)C1 (stereo unspecified),-12,101,-6,-8,100,-3,100,-5,98,100,100
C=CCN1C(=O)C2(C(C(=O)OCC)=C(N)Oc3c2c(=O)oc2ccccc32)c2ccccc21 (stereo unspecified),0,104,-1,-4,103,-1,102,-3,102,101,108
CCN(CC)c1ccc(/C=C2/C(=O)NC(=O)N(CC3CCCO3)C2=O)cc1 (stereo unspecified),-9,96,-9,-10,100,-1,98,-10,98,98,99

# Quoted at random: 4 compounds from above, in no set order.
SMILES,Bim-Bfl-1,HRas wt GTP,Bim-Bcl-B,Bcl-XL Bim block,Rac1 wt GTP bind,Bcl-W Bim block,Rac1 mut GTP,Bcl-2 Bim block,Rab2 wt GTP,Rab7 wt GTP bind,Cdc42 wt GTP
O=Cc1cn(Cc2c(F)cccc2Cl)c2ccccc12,-8,96,-6,-2,96,-3,94,-2,99,97,96
O=C(O)CCn1cc(C=C2C(=O)NC(=S)NC2=O)c(-c2cccc(Br)c2)n1,-1,90,7,0,92,1,90,0,88,89,88
CCC(=NC1CC1)c1c(O)n(C2CCCCC2)c(=O)[nH]c1=O,-7,104,-3,-4,106,4,101,-4,104,104,104
NC(=O)CS(=O)C(c1ccccc1)c1ccccc1 (stereo unspecified),-1,·,-1,0,·,-2,·,0,·,·,·

# Not all compounds are listed; rates above refer to the full screens.
